Screens from PubChem.
STAT3 blocker: inhibitors of IL-6 induced STAT3 signaling; U3A cells, IL-6 STAT3-luciferase reporter, luminescence; host cell line lacks STAT1; inhibition, % at 5.5 µM; 0.89% of 190,000 active; AID 862;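 active = inhibition above the mean inhibition across all screened compounds plus 3 SD, cut at about 44% in these data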;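 note: 0% = DMSO only wells and 100% = 100 µM nifuroxazide control wells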
NF-kB neuron act: compounds increasing NF-kB expression in human neuronal cells. NF-kB reporter expression; active compounds read high. 1.6% of 190,000 active. fold change at 12.5 µM. AID 1239; in the data active = fold change above about 3.3
FLuc inh counter: counter-screen for luciferase assay inhibitors: firefly luciferase inhibition; P08659; ATPLite firefly luciferase biochemical luminescence, 10 min; inhibition, % at 10 µM; 1.5% of 200,000 active; AID 1006;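 active = inhibition above about 50% when tested at 10 µM, limit read from the data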
Target sequence (P08659 whole entry, looked up): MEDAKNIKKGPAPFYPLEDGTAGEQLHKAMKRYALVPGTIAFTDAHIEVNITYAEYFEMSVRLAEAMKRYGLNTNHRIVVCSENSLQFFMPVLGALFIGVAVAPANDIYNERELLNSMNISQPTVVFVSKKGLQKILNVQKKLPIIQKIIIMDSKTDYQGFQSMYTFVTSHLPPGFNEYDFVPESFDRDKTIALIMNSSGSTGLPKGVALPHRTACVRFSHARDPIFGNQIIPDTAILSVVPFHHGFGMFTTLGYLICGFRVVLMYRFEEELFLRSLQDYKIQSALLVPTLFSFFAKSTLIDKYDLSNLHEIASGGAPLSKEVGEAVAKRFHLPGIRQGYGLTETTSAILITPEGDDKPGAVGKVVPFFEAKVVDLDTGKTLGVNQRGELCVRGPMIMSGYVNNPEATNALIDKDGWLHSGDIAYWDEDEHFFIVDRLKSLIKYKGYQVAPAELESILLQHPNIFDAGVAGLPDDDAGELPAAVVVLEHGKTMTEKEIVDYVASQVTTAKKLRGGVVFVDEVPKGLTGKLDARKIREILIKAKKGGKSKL
RAM inhibit: blocks the yeast RAM network; S. cerevisiae dse1pr::URA3 reporter, 5-FOA growth OD615, 2 d; analog-sensitive cbk1-as2 kinase mutant strain; inhibition, % at 50 µM; 1.8% of 190,000 active; AID 868;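 active = inhibition above a set limit, 3 SD over mean compound inhibition, cut at about 8.4% in these data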;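 note: 0% = DMSO-only wells with no growth and 100% = 10 µM 1-NA-PP1 full growth; inhibition rescues growth on 5-FOA so higher OD means more RAM inhibition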
STAT1 act: activators of IFN-gamma induced STAT1 signaling; NIH 3T3 STAT1-luciferase reporter, luminescence; 100% = IFN-gamma alone, no compound; activation (% of control), % at 5.5 µM; 2.6% of 200,000 active;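 active = activation above the screen-wide mean activation plus 3 SD, cut at about 130% in these data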;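 note: raw ratio to IFN-gamma control signal so 100% means no change and 0% no light; values of inactives mirror those of a sister screen read the other way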
STAT1 blocker: STAT1 signaling inhibition. NIH 3T3 STAT1-luciferase reporter, IFN-gamma, luminescence. inhibition, % at 5.5 µM. 0.35% of 200,000 active. AID 920;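 active = inhibition above a set limit, the mean inhibition across all tested compounds plus 3 SD, cut at about 34% in these data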;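 note: 0% = IFN-gamma with DMSO and 100% = IFN-gamma with 300 µM nifuroxazide; values of inactives mirror those of a sister screen read the other way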
Hsp70 act: transcriptional activators of Hsp70. HeLa Hsp70 promoter luciferase reporter, luminescence; scaled: vehicle 0, proteasome-inhibitor control 100%. activation, % at 10 µM. 0.04% of 200,000 active. AID 1203;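 active = activation above the mean across all tested compounds plus 3 SD, cutoff set per campaign, cut at about 5.5% in these data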;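 note: 100% = MG132 at 30 µM as the positive control and 0% = DMSO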
APP 5UTR inh: APP translation inhibition; 0.82% of 190,000 active; AID 1285; inhibition, % at 2 µM; SH-SY5Y APP 5'UTR-luciferase reporter, luminescence;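 active = inhibition above a set limit, derived from the sample mean plus 3 SD, cut at about 45% in these data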; note: values of inactives mirror those of a sister screen read the other way
STAT3 act: STAT3 signaling activation; 0.91% of 190,000 active; activation (% of control), % at 5.6 µM; AID 871; U3A cells, IL-6 STAT3-luciferase reporter, luminescence; 100% = signal with IL-6 EC80 alone;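 active = activation above the screen-wide mean of compound activation plus 3 SD, cut at about 130% in these data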;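 note: 0% = background luminescence of wells with medium and substrate only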
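system = STAT3-luciferase reporter U3A cells | reagent = IL-6 stimulus at 33 ng/mL final | timing = 1 h compound pre-exposure, 6 h IL-6 stimulation, 37 °C | measured by = luminescence | evaluation = % activation versus median of IL-6-stimulated wells | control set = IL-6-only wells as 100% reference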
APP 5'UTR act: APP 5'UTR luciferase reporter activation; SH-SY5Y APP 5'UTR luciferase reporter, luminescence; zero percent = DMSO vehicle wells; activation, % at 2 µM; 1% of 190,000 active;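 active = activation above a set limit, based on mean plus 3 SD of controls, cut at about 140% in these data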; note: values of inactives mirror those of a sister screen read the other way
Numbers without * were called inactive.

For Cc1ccc2nc3c(cc(C(N)=S)c(=N)n3CCCOC(C)C)c(=O)n2c1 the results were STAT3 blocker -2, NF-kB neuron act 0.39, FLuc inh counter -10, RAM inhibit -0.1, STAT1 act 100, STAT1 blocker 0, Hsp70 act -0.3, APP 5UTR inh 9, STAT3 act 105 and APP 5'UTR act -9.
For Cc1ccc2cc(CN(Cc3ccc4c(c3)OCO4)Cc3nnnn3Cc3ccco3)c(=O)[nH]c2c1 the results were STAT3 blocker -3, NF-kB neuron act 0.84, FLuc inh counter -2, RAM inhibit 0.9, STAT1 act 104, STAT1 blocker -5, Hsp70 act -0.2, APP 5UTR inh -10, STAT3 act 106 and APP 5'UTR act 10.
For CCOC(=O)c1ccccc1Nc1cn(C(C)=O)c2ccccc12 the results were STAT3 blocker -49, NF-kB neuron act 0.97, FLuc inh counter -3, RAM inhibit -1.6, STAT1 act 90, STAT1 blocker 11, Hsp70 act -0.2, APP 5UTR inh -6, STAT3 act 149* and APP 5'UTR act 6.
Cc1cc(N2CCN(C(=O)c3ccco3)CC2)n2ncnc2n1 was read as STAT3 blocker -1, NF-kB neuron act 1.1, FLuc inh counter -4, RAM inhibit 1.0, STAT1 act 106, STAT1 blocker -6, Hsp70 act -0.3, APP 5UTR inh -2, STAT3 act 104 and APP 5'UTR act 2.
Screening COc1cc(S(=O)(=O)N2CCN(c3ccccc3)CC2)ccc1F returned STAT3 blocker 3, NF-kB neuron act 1.2, FLuc inh counter -5, RAM inhibit 1.3, STAT1 act 92, STAT1 blocker 7, Hsp70 act -0.3, APP 5UTR inh -2, STAT3 act 100 and APP 5'UTR act 2.
Screening Cc1cc(C)c(S(=O)(=O)c2ccccc2C)c(OCCO)n1 returned STAT3 blocker 32, NF-kB neuron act 0.96, FLuc inh counter -7, RAM inhibit -0.5, STAT1 act 93, STAT1 blocker 7, Hsp70 act -0.4, APP 5UTR inh 29, STAT3 act 78 and APP 5'UTR act -29.
`Cc1ccc(S(=O)(=O)N2CCN(C(=O)/C=C/c3ccco3)CC2)cc1` gave STAT3 blocker -8, NF-kB neuron act 1.1, FLuc inh counter -4, RAM inhibit 0.0, STAT1 act 95, STAT1 blocker 5, Hsp70 act -0.5, APP 5UTR inh -6, STAT3 act 102 and APP 5'UTR act 6.
COC(CNC(=O)C1CCN(C(=O)c2cc3oc(C)cc3n2Cc2c(F)cccc2Cl)CC1)OC was read as STAT3 blocker 28, NF-kB neuron act 0.92, FLuc inh counter -4, RAM inhibit 1.9, STAT1 act 90, STAT1 blocker 10, Hsp70 act -0.1, APP 5UTR inh -4, STAT3 act 83 and APP 5'UTR act 4.
Screening CCCn1cnc2c(N)c(C)c(C)cc21 returned STAT3 blocker -5, NF-kB neuron act 1.1, FLuc inh counter -4, RAM inhibit -0.6, STAT1 act 99, STAT1 blocker 2, Hsp70 act -0.4 and STAT3 act 109.
O=C(NC(=S)NC1CCCCCC1)c1cncc(Br)c1 was read as STAT3 blocker -20, NF-kB neuron act 2.1, FLuc inh counter 1, RAM inhibit 2.5, STAT1 act 141*, STAT1 blocker -46, Hsp70 act 0.0, APP 5UTR inh -23, STAT3 act 117 and APP 5'UTR act 23.
For CN1c2ccccc2C(C)(C)C12CC(c1ccc(Cl)c(S(=O)(=O)N3CCCC3)c1)=NO2 (configuration not stated) the results were STAT3 blocker -2, NF-kB neuron act 1, FLuc inh counter -3, RAM inhibit 5.0, STAT1 act 105, STAT1 blocker -5, Hsp70 act -0.1, APP 5UTR inh 18, STAT3 act 102 and APP 5'UTR act -17.
`O=C(COc1ccccc1)Nc1nccs1` gave STAT3 blocker 24, NF-kB neuron act 3.2, FLuc inh counter 44, RAM inhibit 0.8, STAT1 act 122, STAT1 blocker -27, Hsp70 act 0.0, APP 5UTR inh -128, STAT3 act 81 and APP 5'UTR act 128.
COC(=O)CCN(C(=O)c1ccc2c(c1)OCO2)c1ccccn1 was read as STAT3 blocker 3, NF-kB neuron act 1, FLuc inh counter -3, RAM inhibit 1.6, STAT1 act 100, STAT1 blocker 0, Hsp70 act 1.2, APP 5UTR inh -1, STAT3 act 100 and APP 5'UTR act 1.
Screening Cc1ccc(NC(=O)CC2SC3=NCCCN3C2=O)c(C)c1 (configuration not stated) returned STAT3 blocker -6, NF-kB neuron act 0.85, FLuc inh counter -8, RAM inhibit 2.7, STAT1 act 100, STAT1 blocker 0, Hsp70 act -0.2, APP 5UTR inh 5, STAT3 act 108 and APP 5'UTR act -5.
Screening Cc1cc(C)c2nc(-c3ccccn3)cc(C(=O)Nc3ccc(S(=O)(=O)Nc4onc(C)c4C)cc3)c2c1 returned STAT3 blocker -5, NF-kB neuron act 1.6, FLuc inh counter -5, RAM inhibit 0.6, STAT1 act 105, STAT1 blocker -8, Hsp70 act -0.3, APP 5UTR inh -3, STAT3 act 110 and APP 5'UTR act 3.
`CCn1ccnc1CN(C)Cc1cn(C)nc1-c1ccccc1F` gave STAT3 blocker 10, NF-kB neuron act 1.4, FLuc inh counter -8, RAM inhibit 0.5, STAT1 act 106, STAT1 blocker -7, Hsp70 act -0.3, APP 5UTR inh -3, STAT3 act 96 and APP 5'UTR act 3.
`Cc1ccc(-c2nc3ccccc3c(=O)n2CCCN2CCOCC2)cc1` gave STAT3 blocker -7, NF-kB neuron act 1.1, FLuc inh counter 0, RAM inhibit -0.7, STAT1 act 103, STAT1 blocker -4, Hsp70 act 0.0, APP 5UTR inh -10, STAT3 act 109 and APP 5'UTR act 10.
CCOC(=O)c1cc(NC(=O)Nc2nccs2)c(C)nc1C was read as STAT3 blocker -1, NF-kB neuron act 0.96, FLuc inh counter -4, RAM inhibit 0.0, STAT1 act 110, STAT1 blocker -11, Hsp70 act -0.1, APP 5UTR inh -8, STAT3 act 103 and APP 5'UTR act 8.
Screening Cc1cccc(C(=O)Nc2ccc(C(=O)/C=C/c3cccs3)cc2)c1 returned STAT3 blocker 3, NF-kB neuron act 1.3, FLuc inh counter 0, RAM inhibit 4.9, STAT1 act 114, STAT1 blocker -15, Hsp70 act -0.1, APP 5UTR inh -14, STAT3 act 102 and APP 5'UTR act 14.
Screening COc1ccc(CC(=O)Nc2ccc(-c3nnc(-c4ccc(C)cc4)o3)cc2)cc1 returned STAT3 blocker 7, NF-kB neuron act 1.1, FLuc inh counter -7, RAM inhibit 1.6, STAT1 act 102, STAT1 blocker -2, Hsp70 act 0.1, APP 5UTR inh 12, STAT3 act 98 and APP 5'UTR act -12.
COc1ccc(C)cc1Nc1cc(C)nc2nc(C)nn12 was read as STAT3 blocker -3, NF-kB neuron act 1.1, FLuc inh counter -7, RAM inhibit -0.5, STAT1 act 98, STAT1 blocker 3, Hsp70 act 0.1, APP 5UTR inh 17, STAT3 act 103 and APP 5'UTR act -17.
COc1cc(CNc2nc(C)c([N+](=O)[O-])c(C)c2C#N)cc(OC)c1OC was read as STAT3 blocker 4, NF-kB neuron act 0.66, FLuc inh counter -7, RAM inhibit 3.9, STAT1 act 91, STAT1 blocker 10, Hsp70 act -0.2, APP 5UTR inh 4, STAT3 act 95 and APP 5'UTR act -4.
Screening C=CCN(C(=O)CCC(=O)O)C1CC(=O)N(c2ccc(OCCC)cc2)C1=O (configuration not stated) returned STAT3 blocker 10, NF-kB neuron act 1, FLuc inh counter -1, RAM inhibit 0.3, STAT1 act 92, STAT1 blocker 10, Hsp70 act -0.1, APP 5UTR inh 7, STAT3 act 97 and APP 5'UTR act -7.
Screening O=C(COC(=O)/C=C/c1cccs1)Nc1ccc2ccccc2c1 returned STAT3 blocker 0, NF-kB neuron act 0.93, FLuc inh counter -4, RAM inhibit 7.2, STAT1 act 101, STAT1 blocker -1, Hsp70 act -0.1, APP 5UTR inh 1, STAT3 act 100 and APP 5'UTR act -1.
`O=C1C(=O)N(Cc2ccccc2)C(=O)N1CCN1C(=O)c2ccccc2C1=O` gave STAT3 blocker 0, NF-kB neuron act 1.3, FLuc inh counter -2, RAM inhibit -1.1, STAT1 act 90, STAT1 blocker 11, Hsp70 act -0.2, APP 5UTR inh -14, STAT3 act 104 and APP 5'UTR act 14.
CC(=O)c1ccc(OCC(O)CN2C(C)CCCC2C)cc1 (configuration not stated) was read as STAT3 blocker 5, NF-kB neuron act 0.92, FLuc inh counter -4, RAM inhibit 0.0, STAT1 act 103, STAT1 blocker -3, Hsp70 act -0.2, APP 5UTR inh -3, STAT3 act 103 and APP 5'UTR act 3.
Cc1cc(C(=O)CSc2nc(N)cc(=O)[nH]2)c(C)n1-c1ccc(OC(F)F)cc1 was read as STAT3 blocker 64*, NF-kB neuron act 1.3, FLuc inh counter -10, RAM inhibit 5.0, STAT1 act 70, STAT1 blocker 32, Hsp70 act -0.1, APP 5UTR inh 5, STAT3 act 49 and APP 5'UTR act -5.
Cc1csc(NC(=O)c2ccccc2[N+](=O)[O-])n1 was read as STAT3 blocker -5, NF-kB neuron act 1.2, FLuc inh counter -7, RAM inhibit 0.7, STAT1 act 98, STAT1 blocker 2, Hsp70 act -0.5, APP 5UTR inh -2, STAT3 act 103 and APP 5'UTR act 2.
`COc1ccccc1NS(=O)(=O)c1cc(Cl)ccc1OC` gave STAT3 blocker 15, NF-kB neuron act 0.89, FLuc inh counter -4, RAM inhibit 0.9, STAT1 act 94, STAT1 blocker 8, Hsp70 act 0.0, APP 5UTR inh -13, STAT3 act 91 and APP 5'UTR act 13.
O=C1c2ccc3c4c(ccc(c24)C(=O)N1c1ccc2ccccc2c1)CC3 was read as STAT3 blocker 30, NF-kB neuron act 1, FLuc inh counter -4, RAM inhibit 6.7, STAT1 act 82, STAT1 blocker 20, Hsp70 act -0.2, APP 5UTR inh -6, STAT3 act 78 and APP 5'UTR act 6.
Screening N#CC(C#N)=NNc1ccc(S(=O)(=O)N2CCCC2)cc1 returned STAT3 blocker 4, NF-kB neuron act 1.4, FLuc inh counter -4, RAM inhibit 2.0, STAT1 act 91, STAT1 blocker 10, Hsp70 act -0.3, APP 5UTR inh -12, STAT3 act 98 and APP 5'UTR act 12.
CCOc1ccc2nc(NC(=O)CSc3ccc(Cl)cc3)sc2c1 was read as STAT3 blocker -3, NF-kB neuron act 1.1, FLuc inh counter -4, RAM inhibit 2.8, STAT1 act 97, STAT1 blocker 3, Hsp70 act -0.2, APP 5UTR inh 14, STAT3 act 104 and APP 5'UTR act -14.
For Nc1ccc(Cc2nc3c(ccc4ccccc43)[nH]2)cc1 the results were STAT3 blocker -31, NF-kB neuron act 1.9, FLuc inh counter 6, RAM inhibit -0.3, STAT1 act 113, STAT1 blocker -15, Hsp70 act -0.1, APP 5UTR inh -31, STAT3 act 126 and APP 5'UTR act 31.
`Cc1ccc(SCC(=O)O/N=C(\N)c2cccc([N+](=O)[O-])c2)cc1` gave STAT3 blocker 6, NF-kB neuron act 1.2, FLuc inh counter -1, RAM inhibit 1.1, STAT1 act 100, STAT1 blocker 0, Hsp70 act -0.1, APP 5UTR inh -13, STAT3 act 105 and APP 5'UTR act 13.

Compounds as they come, and some 7.7% of all compounds hit somewhere here.
